IP6K1 inhibitor: blocks human inositol hexakisphosphate kinase 1. actives 0.81% (n = 140,000). activity change, % (series mostly up to about 58 µM). IP6K1 kinase, ADP-Glo luminescence, 2 h; hits give low values. Q92551. AID 1645851; in the data active means activity change below about -25%
Target sequence (Q92551 whole entry, looked up): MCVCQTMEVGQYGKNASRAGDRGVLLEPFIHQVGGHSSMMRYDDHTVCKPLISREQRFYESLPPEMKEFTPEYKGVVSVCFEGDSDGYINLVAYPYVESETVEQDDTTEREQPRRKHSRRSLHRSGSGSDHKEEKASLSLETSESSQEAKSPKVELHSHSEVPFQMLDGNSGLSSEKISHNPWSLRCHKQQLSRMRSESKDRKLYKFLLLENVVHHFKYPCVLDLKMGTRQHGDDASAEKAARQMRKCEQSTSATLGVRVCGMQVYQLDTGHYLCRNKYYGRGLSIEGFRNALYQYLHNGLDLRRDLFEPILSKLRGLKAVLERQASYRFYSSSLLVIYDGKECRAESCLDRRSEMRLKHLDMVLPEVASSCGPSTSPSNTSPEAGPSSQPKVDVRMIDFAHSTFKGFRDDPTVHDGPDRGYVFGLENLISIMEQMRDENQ
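ADP-Glo luminescence measures ADP made by human IP6K1 during a 2 h RT reaction with ATP/IP6 (mix at 1.3 mM/130 uM); top library doses 57.5 and 19.1 uM final.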
3T3 cytotox: kills NIH 3T3 cells; actives 4.3% (n = 94,000); Potency, µM (doses to about 96.7 µM), without a hit: at the highest dose activity change, negative = cytotoxicity, actives largely listed as inhibitors; NIH 3T3 viability, CellTiter-Glo ATP luminescence, 48-72 h; further: potency means the concentration at half of the fitted maximal effect; nearly all actives have a fitted effect of over 55% in size
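Cytotoxicity is measured as loss of cellular ATP: NIH 3T3 cells (400/well) are exposed to compound for 48 or 72 hr at 37 °C, then CellTiter-Glo luminescence is imaged after 10 min at room temperature.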
SNCA viab count: counter-screen for SNCA expression inhibitors: cell viability | AID 1671193 | HEK-293-SNCA-luc viability, GF-AFC fluorescence, 24 h | actives 0.12% (n = 150,000) | Potency, µM (titrated, usually from 57.1 µM), for the others: at the top dose activity change, negative = cytotoxicity, most hits filed as cytotoxic;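 further: potency means the concentration at half of the fitted maximal effect; 0% = DMSO-treated cells and -100% = medium-only wells without cells; nearly all actives have a fitted effect of over 30% in size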
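Cytotoxicity counterscreen: after 24 h compound treatment of genome-edited SNCA-luciferase HEK-293 cells, live-cell protease substrate GF-AFC read by fluorescence after 30 min; activity scaled between DMSO (0%) and medium-only (-100%), curves Hill-fitted.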
GPT2 inh: GPT2 alanine aminotransferase inhibition; Recombinant GPT2, coupled pyruvate oxidase/HRP Amplex Red fluorescence; Potency, µM (titrated, usually from 57.7 µM), for the others: at the highest dose activity change, negative = inhibition, most hits filed as inhibitors; actives 0.25% (n = 100,000); AID 1671188; further: potency means the concentration at half of the fitted maximal effect; nearly all actives have a fitted effect of over 60% in size; many of its hits are not listed in these tables
Target sequence (Q8TD30 whole entry, looked up): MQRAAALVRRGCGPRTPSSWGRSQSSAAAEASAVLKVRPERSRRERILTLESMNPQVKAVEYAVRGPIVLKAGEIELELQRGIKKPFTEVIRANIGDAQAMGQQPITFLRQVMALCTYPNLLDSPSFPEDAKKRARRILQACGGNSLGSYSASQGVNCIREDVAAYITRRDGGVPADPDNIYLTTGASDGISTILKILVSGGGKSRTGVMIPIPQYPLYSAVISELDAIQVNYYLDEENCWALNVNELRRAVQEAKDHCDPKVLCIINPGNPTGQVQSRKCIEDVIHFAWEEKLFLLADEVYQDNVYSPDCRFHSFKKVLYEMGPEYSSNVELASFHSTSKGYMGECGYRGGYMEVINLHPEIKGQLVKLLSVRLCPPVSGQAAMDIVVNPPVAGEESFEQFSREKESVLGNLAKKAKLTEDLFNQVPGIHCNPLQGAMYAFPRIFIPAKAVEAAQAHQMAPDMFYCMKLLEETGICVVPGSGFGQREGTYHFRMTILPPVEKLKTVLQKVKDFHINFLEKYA
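Inhibition is scored from Amplex Red fluorescence generated when pyruvate oxidase and HRP act on pyruvate released by GPT2. Reactions contain 10ng/uL enzyme, 250uM a-KG and 2mM L-alanine and run 30 min at room temperature.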
HEK293 tox: HEK 293 cell cytotoxicity; HEK 293 viability, ATP luminescence (CellTiter-Glo), 48-72 h; Potency, µM (titrated, usually from 115 µM), inactives show at the top dose activity change, negative = cytotoxicity, usual class: inhibitors; actives 6.6% (n = 94,000); AID 1345083; further: potency means the concentration at half of the fitted maximal effect; nearly all actives have a fitted effect of over 60% in size
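Viability of HEK 293 cells, plated at 250 cells/well, was judged by cellular ATP after compound treatment for 48 or 72 hr. Luminescence was imaged 10 min after CellTiter-Glo addition at room temperature.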
SNCA expr inh: reduces expression of the alpha-synuclein gene; HEK-293 SNCA-luciferase knock-in, luminescence, 24 h; Potency, µM (titrated, usually from 57.2 µM), without a hit: top-dose activity change, negative = inhibition, hits mostly inhibitors; actives 0.17% (n = 140,000);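 further: potency means the concentration at half of the fitted maximal effect; plate controls were DMSO cells for no effect and cell-free wells for full effect; nearly all actives have a fitted effect of over 45% in size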
Luciferase inh: blocks purified firefly luciferase enzyme activity; P08659; purified P. pyralis luciferase, luminescence, biochemical; Potency, µM (highest dose often 115 µM), inactives show at the highest dose activity change, negative = inhibition, usual class: inhibitors; actives 2.5% (n = 76,000); AID 1347043; further: potency means the concentration at half of the fitted maximal effect; nearly all actives have a fitted effect of over 65% in size
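Purified 10nM P. pyralis luciferase with 10uM D-luciferin and 10uM ATP in 50mM Tris acetate pH 7.5, 10mM Mg acetate, 0.01% Tween-20, 0.05% BSA. qHTS titration; luminescence read by CCD imager.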
* marks the source's active call; other numbers are inactive results; i = inactive; ? = inconclusive; . = not tested or not shown; [ ] = remark or other dose. Unless noted, the call rests on the fitted dose curve; in most records, active means well fitted curve in the direction sought with a large enough effect; inconclusive means small, poorly fitted or top-dose-only effect, or another doubt; inactive means no such curve, though single readings can be large; an effect the other way counts as inactive or inconclusive. Unless noted, on the % scale 0 is the no-effect control and ±100 the full control effect. A portion of the library; count on the stated rates, not on these rows.

The line under a structure holds: IP6K1 inhibitor	3T3 cytotox	SNCA viab count	GPT2 inh	HEK293 tox	SNCA expr inh	Luciferase inh
O=C(Cn1cc(SCc2ccc(C(F)(F)F)cc2)c2ccccc21)N1CCOCC1
    0	.	-6%	.	.	177%[activator]	.
COc1cccc(Nc2c(C(N)=O)cnc3c(C)cc(S(=O)(=O)c4cccc(C(=O)N(C)C)c4)cc23)c1
    9	.	-6%	1%	.	12%[25.6 µM]	.
CC(=O)C1=C(c2ccc(F)cc2)N(C(C)=O)n2c(nnc2C2CCCCC2)S1
    0	.	4%	.	.	-25%	.
Cc1cccc(CC(=O)NCC2Cn3cccc3C(=O)N2C)c1 (stereo not given)
    38	-26%	5%	i	?	-3%	5%
CC(C)c1noc(-c2cn(C3CCN(C(=O)c4cc5ccccc5[nH]4)C3)nn2)n1 (stereo not given)
    -19	?	-8%	2%	?	77%[activator]	-15%
O=C(NCc1ccc(F)cc1)C1CCc2nnc(C3CCN(C(=O)c4ccc(Cl)cc4Cl)CC3)n21 (stereo not given)
    -6	i	-3%	-1%	5%	6%	.
Cn1ncc2c(C(=O)NCCCc3ccccc3)cc(-c3ccc(Cl)cc3Cl)nc21
    -6	?	-9%	0%	?	-23%	.
COCC[C@]1(O)CCN(C(=O)Cc2coc3cc(C)c(Cl)cc23)C[C@H]1C
    6	?	-4%	2%	?	10%	-9%
COc1cc(NC(=O)CSc2ncc3c(n2)-c2ccc(Cl)cc2N(Cc2ccccc2)S3(=O)=O)cc(OC)c1
    -14	.	7%	.	.	2%	.
COc1ccc(-c2nn(-c3cccc(F)c3)c3c2cnc2cc(OC)c(OC)cc23)cc1
    -4	.	24%	.	.	?	.
Cn1cc(-c2cnc3[nH]cc(CC(=O)NCc4ccc5c(c4)OCO5)c3c2)cn1
    -20	?	-8%[87.6 µM]	i	?	24%[87.6 µM]	6%[172 µM]
Cn1ncc2c(C(=O)C3CCN(Cc4ccccc4)CC3)cc(-c3ccccc3C(F)(F)F)nc21
    7	32µM*	.	.	20µM*	.	.
COc1ccc(C(=O)N2CC(C(=O)NCCc3ccncc3)C3(CCOCC3)C2)cc1 (stereo not given)
    13	i	-1%	i	-3%	14%	-5%
CN(C)CCN(Cc1ccccc1)C(=O)c1cc(-c2ccc(F)cc2)n2nc(C(C)(C)C)cc2n1
    5	.	-36%	i	.	.	.
CN(C(=O)Cc1cccc(Cl)c1)C1CCCc2ccccc21 (stereo not given)
    -4	?	-14%[87.6 µM]	i	100µM*	6%[87.6 µM]	-1%[172 µM]
O=C(c1c(F)ccc(F)c1F)N1CCCC(c2nc(-c3ccncc3)ncc2-c2ccccc2)C1 (stereo not given)
    3	?	-1%	i	-17%	30%[activator]	0%
C[C@]12CCC3c4ccc(O)cc4CCC3C1CCC2=O (stereo not given in full)
    .	.	-1%	i	.	-3%	.
Cc1nc(-n2nc(C)c(Cc3ccc(Cl)cc3)c2C)sc1C(=O)N1CCCCC1C (stereo not given)
    -17	.	6%	.	.	2%	.
COc1ccc(-c2ccc3ncn(Cc4ccccn4)c(=O)c3n2)cc1F
    5	?	-12%[87.6 µM]	-2%[88.5 µM]	-27%[172 µM]	6%[87.6 µM]	-18%[172 µM]
COC(=O)c1ccccc1NC(=O)c1cc2nc(-c3ccc(OC)cc3)cc(C(F)(F)F)n2n1
    17	.	11%	.	.	8%	.
O=C(NC1CCCCCC1)C1CCc2nnc(CN[S+](=O)([O-])c3ccccc3Cl)n21 (stereo not given)
    1	-24%	-28%	i	-6%	17%	.
NC(=O)OCC(COC(N)=O)c1ccccc1
    9	.	6%	i	.	?	.
CCN1C[C@H]2COc3cc(OC)ccc3[C@H]2N(C(=O)c2ccccc2OC)CCC1=O
    1	?	.	.	-15%	.	.
O=C(c1ccncc1)N1CCN(c2ccc(Cl)nn2)C(=O)C1
    9	i	6%	-9%	i	14%	.
COC(=O)c1ccc(C2C=C(c3ccc(Cl)cc3)Nc3nc4ccccc4n32)cc1 (stereo not given)
    -7	.	15%	.	.	?	.
COc1ccc(-c2cc(-c3ccc4c(c3)C(=O)NC4)cn3cncc23)cc1
    -6	?	?	-11%[88.5 µM]	?	-17%[87.6 µM]	-13%[172 µM]
CCOC(=O)C(CC)Sc1nnc2[nH]c(=O)cc(C)n12 (stereo not given)
    0	.	-3%	.	.	4%	.
Cc1c([C@@H]2C[C@H](NC(=O)c3ccccc3)C[C@H](C(C)(C)C)O2)cnn1C
    11	?	-13%	1%	?	3%	-2%
COc1ccc(Cc2nc3nccc(-c4ccco4)n3n2)cc1
    -3	-19%	9%	0%	?	24%	-1%
CS(=O)(=O)N(C[C@H]1O[C@@H](CC(=O)NC2CC2)[C@H](O)[C@@H]1O)C[C@H]1O[C@@H](CC(=O)NC2CC2)[C@H](O)[C@@H]1O
    15	5%	1%	i	1%	-19%	0%

Four entries from above, with each value named.
Cn1cc(-c2cnc3[nH]cc(CC(=O)NCc4ccc5c(c4)OCO5)c3c2)cn1
- IP6K1 inhibitor = -20
- 3T3 cytotox = ?
- SNCA viab count = -8%[87.6 µM]
- GPT2 inh = i
- HEK293 tox = ?
- SNCA expr inh = 24%[87.6 µM]
- Luciferase inh = 6%[172 µM]

O=C(c1c(F)ccc(F)c1F)N1CCCC(c2nc(-c3ccncc3)ncc2-c2ccccc2)C1 (stereo not given)
- IP6K1 inhibitor = 3
- 3T3 cytotox = ?
- SNCA viab count = -1%
- GPT2 inh = i
- HEK293 tox = -17%
- SNCA expr inh = 30%[activator]
- Luciferase inh = 0%

COc1ccc(-c2ccc3ncn(Cc4ccccn4)c(=O)c3n2)cc1F
- IP6K1 inhibitor = 5
- 3T3 cytotox = ?
- SNCA viab count = -12%[87.6 µM]
- GPT2 inh = -2%[88.5 µM]
- HEK293 tox = -27%[172 µM]
- SNCA expr inh = 6%[87.6 µM]
- Luciferase inh = -18%[172 µM]

CCOC(=O)C(CC)Sc1nnc2[nH]c(=O)cc(C)n12 (stereo not given)
- IP6K1 inhibitor = 0
- 3T3 cytotox = .
- SNCA viab count = -3%
- GPT2 inh = .
- HEK293 tox = .
- SNCA expr inh = 4%
- Luciferase inh = .

Following part:
The line under a structure holds: IP6K1 inhibitor	3T3 cytotox	SNCA viab count	GPT2 inh	HEK293 tox	SNCA expr inh	Luciferase inh
Cn1ncc(N2CCOC(CCNc3cnc4ccccc4n3)C2)cc1=O (stereo not given)
    -15	-27%	4%	i	-13%	24%	-10%
COc1ccc(OC)c([C@@H]2C[C@H](NC(C)=O)C[C@H](Cc3ccccc3)O2)c1
    9	-26%	8%	0%	?	2%	-3%
Cc1ccc(-n2nc3c(N4CCC(C(=O)NCCC(C)C)CC4)nnc(C)c3c2C)cc1
    -2	.	14%	.	.	31%	.
CC1(CCCCN2CCOCC2)COc2ccc(C(=O)NCc3ccc(F)cc3)cc2N1 (stereo not given)
    -1	?	5%	-8%	?	-8%	-3%
COCCN1CCNc2cc(-c3ccc(Oc4ccccc4)cc3)ncc2C1
    -18	45µM*	-30%[87.6 µM]	-15%[88.5 µM]	50µM*	-12%[87.6 µM]	28µM*
CCOC(=O)C1(Cc2ccccc2F)CCCN(C(=O)c2coc3c2C(=O)CCC3)C1 (stereo not given)
    5	-16%	-12%	-2%	?	2%	-2%
Cc1cc(=O)oc2c3c(ccc12)OCN(Cc1ccc(Cl)cc1)C3
    0	.	?	.	.	19%	.
CN1CC(=O)NC1=N
    -5	.	-28%[23.9 µM]	i	.	-30%[25.6 µM]	.
CCCN1CCc2nc(N3CCN(c4ncccn4)CC3)ncc2C1
    7	.	10%	.	.	64%[activator]	.
CC(C)n1nc(C2CCOC2)nc1-c1n[nH]c2ccccc12 (stereo not given)
    5	i	-1%	-10%	2%	-22%	-4%
COc1ccc(-c2cc(C(=O)NCc3ccc(F)cc3)c3cnn(C)c3n2)cc1
    10	?	0%	-1%	?	-12%	.
CC1=C(c2ccc(C)cc2)S(=O)(=O)NC1=NCCCN1CCN(c2cc(C)ccc2C)CC1
    -1	.	0%	.	.	7%	.
Cc1cc(C)n(CC(=O)Nc2ccc(F)c(F)c2)c(=O)c1C#N
    -4	.	-6%	.	.	-26%	.
O=C(Cc1ccc(F)cc1)N1CCC(n2cc(-c3nc(-c4ccccc4)no3)nn2)C1 (stereo not given)
    6	-22%	-20%	1%	?	3%	?
COC(=O)CSc1nc(-c2ccc(F)cc2)cc(C(F)(F)F)n1
    -7	.	2%	.	.	-17%	.
Cc1nn(-c2ccccc2)c(Oc2ccccc2F)c1CCC(=O)NCC1CC1
    19	?	-13%	-39%	?	-25%	-4%
CCC1c2nccn2CCCN1C(=O)c1ccc(Cn2cncn2)o1 (stereo not given)
    10	0%	-2%	1%	4%	9%	-2%
Cc1ccc(C(=O)N2CCc3[nH]nc(C(=O)NCCCc4ccccc4)c3C2)cc1
    7	?	6%	2%	?	?	-4%
CCCCC(=O)Nc1cc(-c2cn3cccnc3n2)ccc1C
    25	.	0%	.	.	-7%	.
Cc1ccc(C2Cn3nnc(-c4nc(-c5ccccc5)no4)c3CO2)c(C)c1 (stereo not given)
    -20	-12%	5%	i	-2%	30%	-4%
O=C(NCC1CC1)c1nc2c(o1)CCN(Cc1cccc(F)c1)CC2
    2	?	6%[87.6 µM]	4%[88.5 µM]	?	35%[activator][87.6 µM]	-26%[172 µM]
CCc1ccc(CN(C(=O)c2cc(=O)c3ccc(C)cc3o2)C2CCS(=O)(=O)C2)cc1 (stereo not given)
    -1	.	-6%	.	.	10%	.
Cc1cc(C)c(S(=O)(=O)N2CC(c3nc(Cc4ccccc4)no3)C2)c(C)c1
    -16	?	3%	3%	?	24%	6%
Cc1oc(-c2cccc(Oc3ccccc3)c2)nc1CN1CCOC(CCN)C1 (stereo not given)
    -7	25µM*	-20%	-5%	28µM*	-8%	3%
CC(C)n1cnnc1CN1CCN(Cc2ccccn2)[C@@H]2CS(=O)(=O)C[C@@H]21
    14	-14%	0%	?	-15%	-3%	10%
CC(C)CCN1CC2(CCN(C(=O)CCC3NC(=O)NC3=O)CC2)OC1=O (stereo not given)
    -5	-2%	-3%	i	-1%	?	4%
Cc1ccc(C2Cn3nnc(C(=O)NCC4CC4)c3CO2)cc1 (stereo not given)
    1	-10%	4%	i	1%	117%[activator]	?
O=C(CC1N=C2c3ccccc3N=C(SCc3ccc(F)cc3)N2C1=O)NCc1ccc2c(c1)OCO2 (stereo not given)
    14	.	?	.	.	38%[activator]	.

From PubChem BioAssay
